Assay outcomes deposited in PubChem BioAssay by National Center for Advancing Translational Sciences (NCATS).
Pol eta inh – DNA polymerase eta (human) inhibition. recombinant Pol eta, fluorescent DNA replication assay. Potency, µM (highest dose often 114 µM), for the others: top-dose activity change, negative = inhibition, most hits filed as inhibitors. 390,000 tested, 1.2% active; also: potency is read from the fitted curve at half-maximal effect; % is scaled to controls: 0 for no effect and ±100 for the full control effect
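Pol eta at 10 nM preincubated with compounds 15 min at room temperature; reaction started with fluorescent substrate (50 nM final) and read kinetically at 0 and 10 min.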
Pol iota inh – inhibitors of human DNA polymerase iota. Q9UNA4. Potency, µM (highest dose often 115 µM), without a hit: top-dose activity, negative = inhibition, hits mostly inhibitors. 390,000 tested, 1% active. Pol iota fluorescent replication assay, 10 min; also: potency is read from the fitted curve at half-maximal effect
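Fluorescent replication assay read twice, at 0 min and 10 min after adding 50 nM (final) substrate. Enzyme (10 nM) and compounds were first incubated 15 min at room temperature; enzyme-free buffer wells were negative controls.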
Pol kappa inh – DNA polymerase kappa (human) inhibition. Q9UBT6. purified Pol kappa, fluorescent DNA synthesis assay, 10 min. Potency, µM (highest dose often 107 µM), for the others: top-dose activity, negative = inhibition, hits mostly inhibitors. 400,000 tested, 0.53% active; also: potency is read from the fitted curve at half-maximal effect; % is scaled to controls: 0 for no effect and ±100 for the full control effect
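10 nM Pol kappa preincubated 15 min at room temperature with compounds, then reaction started with substrate at 50 nM final. Fluorescence read kinetically at 0 and 10 min; buffer-only wells served as negative control.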
Tb PGK inh – T. brucei PGK inhibition | PGK/GAPDH coupled, Kinase-Glo luminescence, 60 min | Potency, µM (series often up to 57.5 µM), without a hit: at the top dose activity change, negative = inhibition, most hits filed as inhibitors | 380,000 tested, 0.043% active; also: potency is read from the fitted curve at half-maximal effect; % is scaled to controls: 0 for no effect and ±100 for the full control effect; nearly all actives have a fitted effect of over 60% in size
Target sequence (P07378 whole entry, looked up): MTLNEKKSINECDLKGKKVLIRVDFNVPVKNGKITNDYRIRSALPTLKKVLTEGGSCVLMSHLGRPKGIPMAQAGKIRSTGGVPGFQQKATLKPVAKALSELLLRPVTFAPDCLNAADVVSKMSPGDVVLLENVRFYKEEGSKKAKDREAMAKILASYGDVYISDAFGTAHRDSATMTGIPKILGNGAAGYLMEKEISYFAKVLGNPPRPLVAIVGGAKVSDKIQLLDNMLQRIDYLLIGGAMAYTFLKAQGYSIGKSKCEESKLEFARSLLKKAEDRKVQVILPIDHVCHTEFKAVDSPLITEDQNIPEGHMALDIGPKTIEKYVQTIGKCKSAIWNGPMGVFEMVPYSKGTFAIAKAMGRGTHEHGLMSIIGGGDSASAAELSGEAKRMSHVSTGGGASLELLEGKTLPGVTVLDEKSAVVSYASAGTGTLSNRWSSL
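Luminescent ATP detection (Kinase-Glo Plus) follows a 60-minute room-temperature incubation, with wells lacking PGK as controls. Buffer: 100 mM TEA (pH 7.6), 5 mM MgCl2, 0.01% Tween-20. Coupling enzyme GAPDH (100 nM final) supplies unstable 1,3-BPG in-well.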
BLM helicase inh – Bloom syndrome helicase (human) inhibition | P54132 | 350,000 tested, 0.2% active | Potency, µM (top dose mostly 56.1 µM), without a hit: at the highest dose activity change, negative = inhibition, usual class: inhibitors | recombinant BLM DNA unwinding, fluorescence dequenching;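 also: potency is read from the fitted curve at half-maximal effect; plate controls were vehicle for no effect and no enzyme for full effect; nearly all actives have a fitted effect of over 35% in size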
Pol beta inh – blocks human DNA polymerase beta activity; Pol beta primer extension/strand displacement, fluorescence kinetic; 340,000 tested, 1.3% active; Potency, µM (titrated, usually from 114 µM), inactives show top-dose activity change, negative = inhibition, most hits filed as inhibitors; AID 485314; P06746; also: potency is read from the fitted curve at half-maximal effect; % is scaled to controls: 0 for no effect and ±100 for the full control effect
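Pol beta (10 nM) was preincubated with compound for 15 min at room temperature. The reaction was then started with 50 nM substrate and read immediately and after a further 10 min at room temperature.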
APEX1 inh – blocks human APE1 abasic DNA cleavage; Potency, µM (titrated, usually from 65.8 µM), without a hit: at the top dose activity change, negative = inhibition, most hits filed as inhibitors; recombinant APE1, TAMRA/BHQ-2 abasic DNA cleavage fluorescence; 350,000 tested, 0.35% active; AID 2517; P27695;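 also: potency is read from the fitted curve at half-maximal effect; plate controls were vehicle for no effect and reference inhibitor for full effect; nearly all actives have a fitted effect of over 55% in size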
Target sequence (P27695 whole entry, looked up): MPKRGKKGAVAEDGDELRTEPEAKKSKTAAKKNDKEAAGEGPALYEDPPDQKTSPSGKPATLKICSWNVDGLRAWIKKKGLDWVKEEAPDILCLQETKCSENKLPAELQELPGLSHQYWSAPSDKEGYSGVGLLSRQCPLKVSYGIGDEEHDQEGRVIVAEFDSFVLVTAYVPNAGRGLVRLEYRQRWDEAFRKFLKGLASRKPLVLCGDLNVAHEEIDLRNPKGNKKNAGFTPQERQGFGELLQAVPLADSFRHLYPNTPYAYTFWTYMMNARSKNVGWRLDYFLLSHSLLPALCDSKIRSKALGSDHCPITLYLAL
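Endonuclease cleavage of a quenched abasic-site DNA duplex (50 nM) by APE1 (0.75 nM) was tracked by TAMRA dequenching. Compounds were preincubated with enzyme 15 min at room temperature; data normalized to buffer-only and DMSO wells plus NSC13755 control.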
Anesthetic bind – candidate novel general anesthetic via apoferritin binding | AID 485281 | Potency, µM (highest dose often 77.5 µM), inactives show at the top dose activity change, negative = displacement, usual class: inhibitors | 350,000 tested, 0.074% active | apoferritin/1-aminoanthracene competitive binding, fluorescence | P02791; also: potency is read from the fitted curve at half-maximal effect; % is scaled to controls: 0 for no effect and ±100 for the full control effect; nearly all actives have a fitted effect of over 20% in size
Target sequence (P02791 2-175 limits assumed): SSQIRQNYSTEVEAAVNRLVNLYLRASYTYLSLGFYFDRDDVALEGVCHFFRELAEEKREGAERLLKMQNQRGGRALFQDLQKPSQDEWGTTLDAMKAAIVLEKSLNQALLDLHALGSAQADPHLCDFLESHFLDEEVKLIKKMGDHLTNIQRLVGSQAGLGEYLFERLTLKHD
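Probe: 1-aminoanthracene (50% saturated, PBS). Protein: horse-spleen apoferritin, 10 uM. Incubation: 10 min, room temperature. Detection: 380 nm excitation, 535 nm emission. Analysis: normalized response, four-parameter Hill.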
RXFP1 antagonist – RXFP1 (human) relaxin receptor antagonism. activity change, negative = inhibition, % at 57.5 µM. 350,000 tested, 0.59% active. Q9HBX9. HEK293-RXFP1, relaxin-stimulated cAMP HTRF, 30 min; hits give low values;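 active = activity change of -60% or lower, but not beyond a set lower limit; inconclusive = change between -60% and -40%, or beyond the set limit; inactive = change above -40%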; also: % is scaled to controls: 0 for no effect and ±100 for the full control effect
Starred values were filed as active, the others as inactive; [ ] = dose if it differs, or a comment. Unless noted, calls follow the shape of the dose curve; as a rule, active = well fitted curve in the direction sought with a large enough effect; inconclusive = small, poorly fitted or top-dose-only effect, or another doubt; inactive = no such curve, though single readings can be large; an effect the other way counts as inactive or inconclusive.

`O=C1CC(c2cc(-c3ccccc3)no2)C1` gave Pol eta inh -22%, Pol iota inh 17%, Pol kappa inh 4%, Tb PGK inh inactive, BLM helicase inh 0%, Pol beta inh 9%, APEX1 inh -7% and Anesthetic bind -6%.
Screening Cc1c(C(=O)O)sc2ncn(C)c(=O)c12 returned Pol eta inh -20%, Pol iota inh 10%, Pol kappa inh 1%, Tb PGK inh 1%, BLM helicase inh 0%, Pol beta inh -29%, APEX1 inh -5%, Anesthetic bind -7% and RXFP1 antagonist -15.
CCOC(=O)c1c(C)c(C(=O)NCc2ccccn2)c(C)n1CC was read as Pol eta inh -17%, Pol iota inh 49%, Pol kappa inh -9%, Tb PGK inh 1%, BLM helicase inh -4%, Pol beta inh 5%, APEX1 inh -7%, Anesthetic bind 6% and RXFP1 antagonist 8.
`CCN(CC(=O)N1CCN(Cc2ccccc2)CC1)S(=O)(=O)c1ccccc1` gave Pol eta inh -18%, Pol iota inh 32%[activator], Pol kappa inh -8%, Tb PGK inh -8%, BLM helicase inh -1%, Pol beta inh 18%, APEX1 inh 1%, Anesthetic bind -3% and RXFP1 antagonist -11.
For CCCn1cnc2c(c1=O)c1nc3ccccc3nc1n2CCc1ccccc1 the results were Pol eta inh 6%, Pol iota inh -6%, Pol kappa inh -2%, BLM helicase inh -5%, Pol beta inh 9%, APEX1 inh 13%, Anesthetic bind -7% and RXFP1 antagonist -8.
NC(=O)NCCCC(=O)OCC(=O)c1ccc2ccccc2c1 was read as Pol eta inh -9%, Pol iota inh 99%[activator], Pol kappa inh 1%, Tb PGK inh -10%, BLM helicase inh -2%, Pol beta inh 3%, APEX1 inh -6%, Anesthetic bind -14% and RXFP1 antagonist -22.
For COc1ccc(C2SCCN2C(=O)c2ccc([N+](=O)[O-])cc2)cc1 (stereo not drawn) the results were Pol eta inh -3%, Pol iota inh -15%, Pol kappa inh 3%, Tb PGK inh -7%, BLM helicase inh -3%, Pol beta inh 5%, APEX1 inh 2%, Anesthetic bind -12% and RXFP1 antagonist -32.
For COc1ccc(-n2c(C)nn(C)c2=O)c(OC)c1 the results were Pol eta inh 1%, Pol iota inh 17%, Pol kappa inh 3%, Tb PGK inh 4%, BLM helicase inh 2%, Pol beta inh 1%, APEX1 inh -7%, Anesthetic bind -4% and RXFP1 antagonist -7.
For CCc1ccc(NC(=O)c2ccc(F)c(S(=O)(=O)N3CCN(c4ccc(OC)cc4)CC3)c2)cc1 the results were Pol eta inh 0%, Pol iota inh -21%, Pol kappa inh -8%[60.1 µM], Tb PGK inh 3%, BLM helicase inh -1%, Pol beta inh 30%, Anesthetic bind -5% and RXFP1 antagonist -6.
For CC(C)C(C)/C=C/C(C)C1CCC2C3=CCC4CC(=O)CC[C@@]4(C)C3CC[C@]21C (stereo partly drawn) the results were Pol kappa inh -3%[60.1 µM], BLM helicase inh -1%, APEX1 inh 11% and Anesthetic bind -3%.
`COc1ccc(CNC(=O)CSc2nc3ccc(N)cc3s2)cc1` gave Pol eta inh -10%, Pol iota inh 7%, Pol kappa inh -1%, Tb PGK inh -7%, BLM helicase inh 1%, Pol beta inh 1%, APEX1 inh -4%, Anesthetic bind -10% and RXFP1 antagonist -22.
Screening CC(C)C(=O)N=C1SC2CS(=O)(=O)CC2N1Cc1ccc(Cl)cc1 (stereo not drawn) returned Pol eta inh -10%, Pol iota inh 31%[activator], Pol kappa inh 0%, Tb PGK inh 1%, BLM helicase inh 0%, Pol beta inh -1%, APEX1 inh -1%, Anesthetic bind -1% and RXFP1 antagonist -11.

Looked up by compound from the list above, 2 records:
NC(=O)NCCCC(=O)OCC(=O)c1ccc2ccccc2c1 was read as Pol eta inh -9%, Pol iota inh 99%[activator], Pol kappa inh 1%, Tb PGK inh -10%, BLM helicase inh -2%, Pol beta inh 3%, APEX1 inh -6%, Anesthetic bind -14% and RXFP1 antagonist -22.
For CCc1ccc(NC(=O)c2ccc(F)c(S(=O)(=O)N3CCN(c4ccc(OC)cc4)CC3)c2)cc1 the results were Pol eta inh 0%, Pol iota inh -21%, Pol kappa inh -8%[60.1 µM], Tb PGK inh 3%, BLM helicase inh -1%, Pol beta inh 30%, Anesthetic bind -5% and RXFP1 antagonist -6.

Continued.
Screening Cc1c2c(nc3ccccc13)CC(C)(C)CC2=O returned Pol eta inh -22%, Pol iota inh 134%[activator], Pol kappa inh -4%, Tb PGK inh -9%, BLM helicase inh -1%, Pol beta inh 18%, APEX1 inh -1%, Anesthetic bind -20% and RXFP1 antagonist -14.
For O=C1COc2ccc(C(=O)COC(=O)c3ccccn3)cc2N1 the results were Pol eta inh -4%, Pol iota inh 49%[activator], Pol kappa inh -7%, Tb PGK inh 5%, APEX1 inh 3% and RXFP1 antagonist -9.
Screening CC(=O)N1CCN(CC(=O)Nc2ccccc2Sc2ccccc2)CC1 returned Pol eta inh -9%, Pol iota inh 3%, Pol kappa inh -12%, Tb PGK inh -4%, BLM helicase inh 0%, Pol beta inh -1%, APEX1 inh -7%, Anesthetic bind -4% and RXFP1 antagonist -1.
Screening COc1ccc(C(=O)CCNc2ccc3c(c2)OCCO3)cc1 returned Pol eta inh -3%, Pol iota inh -6%, Pol kappa inh -12%, Tb PGK inh 4%, BLM helicase inh -8%, Pol beta inh 0%, APEX1 inh -10%, Anesthetic bind -13% and RXFP1 antagonist 3.
O=C1COc2ccc(C(=O)c3ccccc3)cc2CN1 was read as Pol eta inh 3%, Pol iota inh 201%[activator], Pol kappa inh 13%, Tb PGK inh inactive, BLM helicase inh -1%, Pol beta inh -10%, APEX1 inh -7%, Anesthetic bind -8% and RXFP1 antagonist 13.
For CC1CCCC(NC(=O)Nc2cccs2)C1C (stereo not drawn) the results were Pol eta inh -14%, Pol iota inh 15%, Pol kappa inh -4%, Tb PGK inh -8%, BLM helicase inh -3%, Pol beta inh 6%, APEX1 inh -11%, Anesthetic bind inconclusive and RXFP1 antagonist 11.
For COC(=O)N/N=C/c1cn(CCCOc2ccc(C)cc2)c2ccccc12 the results were Pol eta inh -22%, Pol iota inh 2%, Pol kappa inh -10%, Tb PGK inh -8%, BLM helicase inh -16%, Pol beta inh 2%, APEX1 inh 4% and Anesthetic bind -5%.
`Cc1sc2nc(CN(Cc3cccs3)C(=O)C3CC3)[nH]c(=O)c2c1C` gave Pol eta inh -6%, Pol iota inh -16%, Pol kappa inh -8%, Tb PGK inh -4%, BLM helicase inh -7%, Pol beta inh 0%, APEX1 inh 8%, Anesthetic bind -13% and RXFP1 antagonist -4.
Screening CCOc1nc(-c2ccccc2)ccc1-c1noc(-c2ccc(C)cc2)n1 returned Pol eta inh -21%, Pol iota inh -5%, Pol kappa inh 7%, Tb PGK inh -8%, BLM helicase inh 6%, Pol beta inh 12%, Anesthetic bind -6% and RXFP1 antagonist -8.
Screening CCOC(=O)C1CCC(CN(Cc2cccc(Br)c2)S(=O)(=O)c2ccc(C)cc2)CC1 (stereo not drawn) returned Pol eta inh -7%, Pol iota inh -2%, Pol kappa inh -9%[60.1 µM], Tb PGK inh 9%, BLM helicase inh -9%, Pol beta inh -1%, Anesthetic bind 170%[activator] and RXFP1 antagonist -11.
`CS(=O)(=O)Nc1ccc(C2=NN(C(=O)c3ccco3)C(c3ccco3)C2)cc1` (stereo not drawn) gave Pol eta inh -11%, Pol iota inh 12%, Pol kappa inh -14%, Tb PGK inh -2%, BLM helicase inh 0%, Pol beta inh 13%, APEX1 inh -5%, Anesthetic bind -18% and RXFP1 antagonist -17.
`Cc1nn(-c2ccc(F)cc2)c2c1cc(C#N)c1nc3ccccc3n12` gave Pol eta inh -13%, Pol iota inh 5%, Pol kappa inh 0%, Tb PGK inh -1%, BLM helicase inh -3%, Pol beta inh -1%, APEX1 inh 0%, Anesthetic bind 16% and RXFP1 antagonist -2.
`COc1ccccc1NC(=O)Nc1ccnn1C1CCN(C(=O)c2ccccn2)CC1` gave Pol eta inh inconclusive, Pol iota inh 25%, Pol kappa inh 7%, Tb PGK inh -4%, BLM helicase inh -4%, Pol beta inh 19%, APEX1 inh 3%, Anesthetic bind -2% and RXFP1 antagonist -10.
Screening COC(=O)[C@@H]1[C@@H](C)OC(=O)N[C@H]1c1ccccc1 returned Pol eta inh -15%, Pol iota inh -14%, Pol kappa inh -5%, Tb PGK inh -1%, BLM helicase inh -8%, Pol beta inh 11%, APEX1 inh 4% and Anesthetic bind -8%.
O=C1NN(c2ccc(F)cc2)C(=O)/C1=C\C=C\c1ccco1 was read as Pol eta inh inconclusive, Pol iota inh inconclusive, Pol kappa inh inconclusive, Tb PGK inh -16%, BLM helicase inh -8%, Pol beta inh inconclusive, APEX1 inh 3%, Anesthetic bind -2% and RXFP1 antagonist -10.
Screening CN(C1CCCCC1)S(=O)(=O)c1ccc(Cl)c(C(=O)O)c1 returned Pol eta inh -3%, Pol iota inh inconclusive, Pol kappa inh -10%, Tb PGK inh -5%, BLM helicase inh -3%, Pol beta inh 1%, APEX1 inh 4%, Anesthetic bind -17% and RXFP1 antagonist -16.
For CC(C)C(=O)NC(NCC1CCCO1)C(Cl)(Cl)Cl (stereo not drawn) the results were Pol eta inh -3%, Pol iota inh -2%, Pol kappa inh -2%, Tb PGK inh -9%, BLM helicase inh 3%, Pol beta inh 16%, APEX1 inh -4%, Anesthetic bind -6% and RXFP1 antagonist -3.
Screening CCNc1nc(SCCOc2ccc(Br)cc2)nc(N(C)C)n1 returned Pol eta inh -5%, Pol iota inh -12%, Pol kappa inh -5%, BLM helicase inh -10%, Pol beta inh inconclusive, APEX1 inh -7%, Anesthetic bind 41%[activator] and RXFP1 antagonist -8.
`CCC1CCCCN1C(=O)/C=C/c1ccc2c(c1)OCO2` (stereo not drawn) gave Pol eta inh -14%, Pol iota inh -1%, Pol kappa inh 6%, Tb PGK inh inactive, BLM helicase inh -5%, Pol beta inh -20%, APEX1 inh 3%, Anesthetic bind -19% and RXFP1 antagonist -1.

The list is partial; count on the stated rates, not on these rows.
